NS5 inhibitors: Dengue-2 NS5 methyltransferase inhibitors, primary screen, biochemical, confirmation dose response (AID 588689). Genome polyprotein (Dengue virus type 2 (strain 16681-PDK53)). Dengue-2 NS5 methyltransferase capping enzyme assay, biochemical; higher % means a stronger effect. inhibition, % at 25 µM; hits with a dose series show IC50 in µM. 340,000 tested, 0.3% active; in the data active means a potency from the dose series; inconclusive means inhibition above about 29% without an active follow-up result
Myeloid diff MLP: induction of myeloid progenitor differentiation, primary screen, cell-based, flow cytometry, MLPCN library | ER-HoxA9 myeloid progenitors, lysozyme-GFP differentiation | calls only at 10 µM | 360,000 tested, 1% active | AID 624256, 2012;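 active means normalized GFP-positive differentiation at or above the plate's own cutoff, the solvent-only control mean plus 3 SD; inconclusive means no clear call, values can overlap the other calls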;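 further: cells exposed to compound for four days before flow analysis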
NS5 inhibitors pilot replicate: further read-out of NS5 inhibitors, marked with its call; inhibition, %; measured here: pilot screen replicate inhibition
Myeloid diff MLP GFP+ MAC1+ %: further read-out of Myeloid diff MLP, marked with its call; GFP+ MAC1+ double positive, %; measured here: differentiation confirmed by MAC1 staining
* hit, by the source's call. An excerpt. The share of hits here may be higher or lower than overall.

Results for Cc1oc(-c2cccs2)nc1CNC[C@H]1O[C@@H](n2cnc3c(N)ncnc32)[C@H](O)[C@@H]1O ?
NS5 inhibitors: -3.0%; Myeloid diff MLP: inactive; NS5 inhibitors pilot replicate: 3.0; Myeloid diff MLP GFP+ MAC1+ %: 0.3

Results for CCCCN1CC(=O)N2[C@H]3c4cc(C)ccc4OC[C@@H]3[C@H](C(=O)OCC)[C@]2(C)C1=O ?
NS5 inhibitors: -6.4%; Myeloid diff MLP: inactive; Myeloid diff MLP GFP+ MAC1+ %: 1.3

Results for CC1CN(C(=O)COC(=O)Cc2c(Cl)cccc2Cl)CC(C)O1 (stereo unspecified) ?
NS5 inhibitors: 10.8%; Myeloid diff MLP: inactive; Myeloid diff MLP GFP+ MAC1+ %: 1.2

Results for N#CCC(=O)Nc1ccc(C(=O)OCC(=O)N=c2sccn2Cc2ccccc2Cl)cc1 ?
NS5 inhibitors: -8.2%; Myeloid diff MLP: inactive; Myeloid diff MLP GFP+ MAC1+ %: 1.1

What do the screens show for `O=C(CSc1nc(=O)n(CCCN2CCOCC2)c2c1CCC2)Nc1ccc(F)cc1`?
NS5 inhibitors: 2.9%; Myeloid diff MLP: inactive; Myeloid diff MLP GFP+ MAC1+ %: 0.7

What do the screens show for `Cn1c(N)c(C(=O)CSc2nn(-c3ccc(F)cc3)c(=S)s2)c(=O)n(C)c1=O`?
NS5 inhibitors: -5.6%; Myeloid diff MLP: inactive; Myeloid diff MLP GFP+ MAC1+ %: 0.5

Results for CC(=O)c1cccc(NC(=O)C(C)OC(=O)CCCN=C2NS(=O)(=O)c3ccccc32)c1 (stereo unspecified) ?
NS5 inhibitors: -2.9%; Myeloid diff MLP: inactive; Myeloid diff MLP GFP+ MAC1+ %: 0.7

What do the screens show for `COc1ccc(NC(=O)CN(C)C(=O)C(C)Oc2ccc(Br)cc2)cc1` (stereo unspecified)?
NS5 inhibitors: 0.7%; Myeloid diff MLP: inactive; Myeloid diff MLP GFP+ MAC1+ %: 0.5

How did O=C(COC(=O)c1ccc(O)cc1)Nc1cccc(S(=O)(=O)NC2=NCCC2)c1 do in these assays?
NS5 inhibitors: 5.4%; Myeloid diff MLP: inactive; Myeloid diff MLP GFP+ MAC1+ %: 1.3

Results for CC1CCCC(NC(=O)CSC2=Nc3ccccc3C3CC=NN23)C1C (stereo unspecified) ?
NS5 inhibitors: -8.4%; Myeloid diff MLP: inactive; Myeloid diff MLP GFP+ MAC1+ %: 0.9

Results for CN(Cc1ccccc1)S(=O)(=O)c1ccc(Cl)c(C(=O)NCCCN2CCOCC2)c1 ?
NS5 inhibitors: -11.7%; Myeloid diff MLP: inactive; Myeloid diff MLP GFP+ MAC1+ %: 1.5

How did NNc1nc(-c2ccccc2)nc(-c2ccccc2)c1Br do in these assays?
NS5 inhibitors: 1.5%; Myeloid diff MLP: inactive; Myeloid diff MLP GFP+ MAC1+ %: 0.3

What do the screens show for `O=C(/C=C/c1cccc(Cl)c1)OCC(=O)c1ccc[nH]1`?
NS5 inhibitors: 4.4%; Myeloid diff MLP: inactive; Myeloid diff MLP GFP+ MAC1+ %: 0.7

How did CC(OC(=O)Cn1[nH]c(=O)c2ccccc2c1=O)C(=O)Nc1ccccc1[N+](=O)[O-] (stereo unspecified) do in these assays?
NS5 inhibitors: 4.4%; Myeloid diff MLP: inactive; Myeloid diff MLP GFP+ MAC1+ %: 0.4

What do the screens show for `CC(=O)Nc1ccc(NC(=O)C(=O)NCC(c2ccco2)N2CCc3ccccc3C2)cc1` (stereo unspecified)?
NS5 inhibitors: -3.6%; Myeloid diff MLP: inactive; Myeloid diff MLP GFP+ MAC1+ %: 0.9

What do the screens show for `CCOC(=O)[C@H]1[C@H]2COc3ccccc3[C@@H]2N2C(=O)CN(Cc3ccccc3)C(=O)[C@@]12C`?
NS5 inhibitors: -7.2%; Myeloid diff MLP: inactive; Myeloid diff MLP GFP+ MAC1+ %: 1.3

What do the screens show for `O=C(Nc1ccccc1OC(F)F)c1ccc(S(=O)(=O)N2CCCC2)cc1`?
NS5 inhibitors: -5.2%; Myeloid diff MLP: inactive; Myeloid diff MLP GFP+ MAC1+ %: 0.6

Results for CCOC(=O)c1c2ccccc2[n+]([O-])n1[C@@H](C)C(N)=O ?
NS5 inhibitors: 12.8%; Myeloid diff MLP: inactive; Myeloid diff MLP GFP+ MAC1+ %: 1.7

How did COc1cccc(NC(=O)CN(C)CC(=O)Nc2ccc3c(c2)OCO3)c1 do in these assays?
NS5 inhibitors: 4.3%; Myeloid diff MLP: inactive; Myeloid diff MLP GFP+ MAC1+ %: 0.9

Results for Cc1cccc(NC(=O)c2ccc(S(=O)(=O)NCc3ccco3)cc2)n1 ?
NS5 inhibitors: -2.2%; Myeloid diff MLP: inactive; Myeloid diff MLP GFP+ MAC1+ %: 0.5

How did Cc1ccc(C)c(N/C=C(\C#N)c2nc3ccccc3o2)c1 do in these assays?
NS5 inhibitors: -3.4%; Myeloid diff MLP: inactive; Myeloid diff MLP GFP+ MAC1+ %: 0.7

How did Cc1cc(C)c(S(=O)(=O)NCCSCc2ccco2)c(C)c1 do in these assays?
NS5 inhibitors: -8.5%; Myeloid diff MLP: inactive; Myeloid diff MLP GFP+ MAC1+ %: 0.5

Results for COc1ccc([C@@H]2CC=C(C(=O)O)[C@H](c3cccc(Cl)c3)N2S(=O)(=O)c2ccc(C)cc2)cc1OC ?
NS5 inhibitors: -0.8%; Myeloid diff MLP: inactive; Myeloid diff MLP GFP+ MAC1+ %: 0.9

What do the screens show for `CC(C)(C)c1ccc(C(=O)NCC(=O)NCC(C)(C)N2CCOCC2)cc1`?
NS5 inhibitors: -3.6%; Myeloid diff MLP: inactive; Myeloid diff MLP GFP+ MAC1+ %: 0.0

What do the screens show for `O=C(NNC(=O)c1ccc(Cl)cc1Cl)c1ccc2ccccc2c1`?
NS5 inhibitors: -7.8%; Myeloid diff MLP: inactive; Myeloid diff MLP GFP+ MAC1+ %: 0.7

How did COc1cccc(OC)c1C(=O)OCC(=O)N1CCC(Cc2ccccc2)CC1 do in these assays?
NS5 inhibitors: 0.8%; Myeloid diff MLP: inconclusive

How did C[C@@]12C(=O)Nc3cc(Cl)ccc3C(=O)N1[C@H]1c3cc(Cl)ccc3OC[C@@H]1[C@@H]2c1ccccc1 do in these assays?
NS5 inhibitors: -7.6%; Myeloid diff MLP: inactive; Myeloid diff MLP GFP+ MAC1+ %: 1.2

What do the screens show for `CCCOc1ccc(C(=O)NNC(=O)c2cccc(S(=O)(=O)N3CCN(C(C)=O)CC3)c2)cc1OC`?
NS5 inhibitors: -2.9%; Myeloid diff MLP: inactive; Myeloid diff MLP GFP+ MAC1+ %: 0.8

Results for C=CC[C@@H](CC(=O)N[C@@H](CO)Cc1ccccc1)C(=O)N[C@@H](C)COC(=O)[C@@H](CC=C)Cc1ccc(F)cc1 ?
NS5 inhibitors: -3.3%; Myeloid diff MLP: inactive; Myeloid diff MLP GFP+ MAC1+ %: 2.7

Results for N#Cc1ccsc1NC(=O)C1CC(=O)N(Cc2ccccc2)C1 (stereo unspecified) ?
NS5 inhibitors: -8.0%; Myeloid diff MLP: inactive; Myeloid diff MLP GFP+ MAC1+ %: 1.5

Results for NS(=O)(=O)c1cccc(NC(=O)CN2CCN(S(=O)(=O)c3ccc4c(c3)OCCO4)CC2)c1 ?
NS5 inhibitors: 2.4%; Myeloid diff MLP: inactive; Myeloid diff MLP GFP+ MAC1+ %: 1.5

What do the screens show for `CCN(C(=O)COC(=O)C1COc2ccccc2O1)c1c(N)n(Cc2ccccc2)c(=O)[nH]c1=O` (stereo unspecified)?
NS5 inhibitors: 4.4%; Myeloid diff MLP: inactive; Myeloid diff MLP GFP+ MAC1+ %: 1.3

Results for CCOC(=O)c1ccccc1NC(=O)COC(=O)CCC1CCCC1 ?
NS5 inhibitors: -6.7%; Myeloid diff MLP: inactive; Myeloid diff MLP GFP+ MAC1+ %: 2.0

What do the screens show for `CCN(CC(=O)Nc1c(F)cccc1F)C(=O)C1COc2ccccc2O1` (stereo unspecified)?
NS5 inhibitors: -2.2%; Myeloid diff MLP: inactive; Myeloid diff MLP GFP+ MAC1+ %: 0.9

Results for Nc1nc(N)nc(-c2cccc(Br)c2)n1 ?
NS5 inhibitors: -0.8%; Myeloid diff MLP: inactive; Myeloid diff MLP GFP+ MAC1+ %: 1.2

What do the screens show for `Nc1cc2[nH]c(=O)c3ccccc3c2cc1Br`?
NS5 inhibitors: -0.8%; Myeloid diff MLP: inactive; Myeloid diff MLP GFP+ MAC1+ %: 0.8

How did COc1ccccc1-c1nnc(-c2ccc(C)cc2)o1 do in these assays?
NS5 inhibitors: -13.2%; Myeloid diff MLP: inactive; Myeloid diff MLP GFP+ MAC1+ %: 0.9

How did COc1ccc(OC)c(/C=N\Nc2nccs2)c1 do in these assays?
NS5 inhibitors: 3.8%; Myeloid diff MLP: inactive; Myeloid diff MLP GFP+ MAC1+ %: 0.8

What do the screens show for `CN(C)S(=O)(=O)c1cc(C(=O)Nc2ccn(C)n2)c(Cl)cc1Cl`?
NS5 inhibitors: -0.8%; Myeloid diff MLP: inactive; Myeloid diff MLP GFP+ MAC1+ %: 0.9

Results for O=[N+]([O-])c1ccc2[nH]c(=S)[nH]c2c1 ?
NS5 inhibitors: -3.1%; Myeloid diff MLP: inactive; Myeloid diff MLP GFP+ MAC1+ %: 0.6

Among those listed so far, two have a nitro group on carbon.
How did CC(OC(=O)Cn1[nH]c(=O)c2ccccc2c1=O)C(=O)Nc1ccccc1[N+](=O)[O-] (stereo unspecified) do in these assays?
NS5 inhibitors: 4.4%; Myeloid diff MLP: inactive; Myeloid diff MLP GFP+ MAC1+ %: 0.4

Results for O=[N+]([O-])c1ccc2[nH]c(=S)[nH]c2c1 ?
NS5 inhibitors: -3.1%; Myeloid diff MLP: inactive; Myeloid diff MLP GFP+ MAC1+ %: 0.6

Structural class, the entries above with a cyano group
Results for N#CCC(=O)Nc1ccc(C(=O)OCC(=O)N=c2sccn2Cc2ccccc2Cl)cc1 ?
NS5 inhibitors: -8.2%; Myeloid diff MLP: inactive; Myeloid diff MLP GFP+ MAC1+ %: 1.1

How did Cc1ccc(C)c(N/C=C(\C#N)c2nc3ccccc3o2)c1 do in these assays?
NS5 inhibitors: -3.4%; Myeloid diff MLP: inactive; Myeloid diff MLP GFP+ MAC1+ %: 0.7

Results for N#Cc1ccsc1NC(=O)C1CC(=O)N(Cc2ccccc2)C1 (stereo unspecified) ?
NS5 inhibitors: -8.0%; Myeloid diff MLP: inactive; Myeloid diff MLP GFP+ MAC1+ %: 1.5

Next compounds.
How did Cc1ccccc1NC(=O)C(C)OC(=O)c1ccccc1C(=O)N(C)c1ccccc1 (stereo unspecified) do in these assays?
NS5 inhibitors: -3.6%; Myeloid diff MLP: inactive; Myeloid diff MLP GFP+ MAC1+ %: 0.6

What do the screens show for `O=CNc1cc2c(cc1Br)-c1ccccc1C2O` (stereo unspecified)?
NS5 inhibitors: -9.7%; Myeloid diff MLP: inactive; Myeloid diff MLP GFP+ MAC1+ %: 0.7

Results for O=c1ccn([C@@H]2O[C@H](CNCc3ccc(-c4cc(C(F)(F)F)ccc4Cl)o3)[C@@H](O)[C@H]2O)c(=O)[nH]1 ?
NS5 inhibitors: -6.5%; Myeloid diff MLP: inactive; Myeloid diff MLP GFP+ MAC1+ %: 0.3

What do the screens show for `Cc1cccc(Nc2nnc(SCC(=O)NCC3CCCO3)s2)c1` (stereo unspecified)?
NS5 inhibitors: 7.8%; Myeloid diff MLP: inactive; Myeloid diff MLP GFP+ MAC1+ %: 0.7

What do the screens show for `COc1ccc2c(c1)[C@H]1[C@H](CO2)[C@H](c2ccccc2)[C@]2(C)C(=O)Nc3cc(F)ccc3C(=O)N12`?
NS5 inhibitors: -12.7%; Myeloid diff MLP: inactive; Myeloid diff MLP GFP+ MAC1+ %: 0.3

How did COC(=O)[C@]1(C)N[C@H](CN(C)S(=O)(=O)c2ccc(OC(F)(F)F)cc2)[C@@H]2C(=O)N(Cc3ccccc3)C(=O)[C@@H]21 do in these assays?
NS5 inhibitors: 3.6%; Myeloid diff MLP: inactive; NS5 inhibitors pilot replicate: 2.7; Myeloid diff MLP GFP+ MAC1+ %: 3.6

What do the screens show for `[O-][N+](=Cc1ccccc1)CC1(O)CCCCC1`?
NS5 inhibitors: -5.1%; Myeloid diff MLP: inactive; Myeloid diff MLP GFP+ MAC1+ %: 0.5

How did CC(=O)NC(CC(=O)OCC(=O)Nc1cc(S(=O)(=O)N2CCCCC2)ccc1C)c1ccccc1 (stereo unspecified) do in these assays?
NS5 inhibitors: 81.0%; Myeloid diff MLP: inactive; Myeloid diff MLP GFP+ MAC1+ %: 0.4

Results for O=C(NCCS(=O)(=O)N1CCN(c2ccccc2F)CC1)c1ccc(Cl)cc1 ?
NS5 inhibitors: -2.2%; Myeloid diff MLP: inactive; Myeloid diff MLP GFP+ MAC1+ %: 0.5

How did Cn1nc(C(=O)Nc2cccc(S(=O)(=O)N3CCOCC3)c2)c2ccccc2c1=O do in these assays?
NS5 inhibitors: -9.3%; Myeloid diff MLP: inactive; Myeloid diff MLP GFP+ MAC1+ %: 0.1

High-throughput results deposited in PubChem BioAssay by several laboratories.
